SMN2 splice up = qHTS Assay for Enhancers of SMN2 Splice Variant Expression. 2.8% of 210,000 active. AID 1458, 2008. HEK293 SMN2-luciferase splicing reporter, luminescence, 30-36 h. Potency, µM (highest dose often 46.1 µM), inactives show top-dose activity change, positive = activation, most hits filed as activators; further: % of control where 0% means no effect; nearly all actives have a fitted effect of over 55% in size
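qHTS luciferase splicing reporter: luminescence rises when SMN2 exon 7 is included in transfected HEK293 cells. Compound exposure lasted 30-36 h at 37C, with 4.5 mM final sodium butyrate as control, followed by a ONE-Glo read.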
Tau ThT inhib = qHTS for Inhibitors of Tau Fibril Formation, Thioflavin T Binding | Potency, µM (titrated, usually from 57.4 µM), inactives show top-dose activity, negative = inhibition, usual class: inhibitors | recombinant tau K18 P301L, heparin-induced fibrillization, ThT fluorescence | 2.1% of 270,000 active; further: on the % scale 0 is the no-effect control and ±100 the full control effect; nearly all actives have a fitted effect of over 55% in size
Target sequence (P10636 561-689 P618L limits assumed): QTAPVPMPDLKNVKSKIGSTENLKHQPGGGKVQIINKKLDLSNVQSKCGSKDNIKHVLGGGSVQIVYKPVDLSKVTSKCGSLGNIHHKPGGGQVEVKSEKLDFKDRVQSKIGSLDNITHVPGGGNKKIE
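Fibril formation assay: tau K18 P301L at 15 uM with trace Alexa 594 label, heparin inducer 20 uM, pH 7 sodium acetate buffer, 37 C for 6 hr; endpoint ThT signal.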
HTT ATP protect = qHTS Multiplex Assay to Identify Dual Action Probes in a Cell Model of Huntington: Cytoprotection (ATP); PC12 HTT-Q103 induced, cytoprotection, ATP luminescence, 40 h; 0.14% of 230,000 active; Potency, µM (highest dose often 56.4 µM), for inactives: cytoprotection (ATP increase), actives largely listed as activators; AID 1471, 2008;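 further: % of control where 0% means no effect; nearly all actives have a fitted effect of over 45% in size; toxic huntingtin expression switched on by the ecdysone agonist tebufenozide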
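Readout: ATPlite luminescence (ATP level). Model: stable PC12, inducible Htt exon1 Q103-GFP. Inducer: tebufenozide, 100 nM final. Compounds: dose series. No G418 in medium.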
HttQ103 aggreg = qHTS Multiplex Assay to Identify Dual Action Probes in a Cell Model of Huntington: Aggregate Formation (GFP); PC12 HttQ103-GFP aggregates, Acumen cytometry, 40 h; Potency, µM (titrated, usually from 46.1 µM), for inactives: top-dose activity change, negative = inhibition, actives largely listed as inhibitors; 1.1% of 220,000 active; AID 1688, 2009; further: on the % scale 0 is the no-effect control and ±100 the full control effect; nearly all actives have a fitted effect of over 60% in size
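Using laser scanning cytometry, GFP-positive aggregates were counted after lysis of PC12 cells induced with 100 nM tebufenozide to express HTT exon 1 Q103–GFP. Compounds were tested in titration.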
Tau fluor cs = Counterscreen qHTS for Inhibitors of Tau Fibril Formation, Fluorescence Polarization | tau K18 P301L Alexa594 fluorescence, heparin fibrillization | Potency, µM (top dose mostly 57.7 µM), inactives show at the highest dose activity change, negative = decrease | 0.93% of 280,000 active | AID 1463, 2008; further: on the % scale 0 is the no-effect control and ±100 the full control effect; nearly all actives have a fitted effect of over 55% in size
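Human tau K18 P301L (15 uM unlabeled, 0.24 uM Alexa 594-labeled) in 100 mM sodium acetate pH 7 with 20 uM heparin, 6 hr at 37 C. ThT 30 uM added, 1 hr ambient; Alexa 594 FP and total fluorescence read at 555/632 nm.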
Tau FP inhib = qHTS for Inhibitors of Tau Fibril Formation, Fluorescence Polarization; Microtubule-associated protein tau (Homo sapiens), P10636; K18 P301L tau heparin fibrillization, Alexa594 FP, 6 h; Potency, µM (top dose mostly 57.7 µM), for the others: at the top dose activity, negative = inhibition, most hits filed as inhibitors; 0.39% of 280,000 active; AID 1468, 2008; further: on the % scale 0 is the no-effect control and ±100 the full control effect; nearly all actives have a fitted effect of over 55% in size
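Heparin (20 uM) drove fibril formation of recombinant tau K18 P301L, 15 uM unlabeled with 0.24 uM Alexa 594 label, for 6 hr at 37 C in 100 mM sodium acetate pH 7. Fluorescence polarization (555/632 nm) read 1 hr after 30 uM ThT.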
KDM4E inh = qHTS Assay for Inhibitors of Human Jumonji Domain Containing 2E (JMJD2E); 1.6% of 230,000 active; Potency, µM (titrated, usually from 57.1 µM), inactives show top-dose activity change, negative = inhibition, actives largely listed as inhibitors; JMJD2E catalytic domain, FDH-coupled NADH fluorescence (FDH is formaldehyde dehydrogenase); AID 2147, 2009; Lysine-specific demethylase 4E (Homo sapiens), B2RXH2; active means well fitted inhibition curve with a large enough effect, not every such curve was filed as active; inconclusive means small, poorly fitted or top-dose-only effect, or another doubt; inactive means no such curve, though single readings can be large or run the other way;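 further: 0% = wells with enzyme and -100% = buffer wells without enzyme; nearly all actives have a fitted effect of over 50% in size; many of its hits are not listed in these tables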
Target sequence (B2RXH2 1-337 limits assumed): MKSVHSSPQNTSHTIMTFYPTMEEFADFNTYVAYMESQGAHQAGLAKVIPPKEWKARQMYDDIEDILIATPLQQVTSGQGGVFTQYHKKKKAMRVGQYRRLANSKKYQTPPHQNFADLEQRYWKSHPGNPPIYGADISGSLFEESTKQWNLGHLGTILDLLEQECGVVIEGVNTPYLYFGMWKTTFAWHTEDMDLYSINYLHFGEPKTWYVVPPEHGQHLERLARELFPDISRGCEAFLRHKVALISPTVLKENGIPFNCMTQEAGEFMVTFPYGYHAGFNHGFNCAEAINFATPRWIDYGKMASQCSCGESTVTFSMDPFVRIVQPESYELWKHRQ
ALDH1A1 block = qHTS Assay for Inhibitors of Aldehyde Dehydrogenase 1 (ALDH1A1) | AID 1030, 2008 | Purified ALDH1A1, NADH fluorescence, propionaldehyde substrate | Aldehyde dehydrogenase 1A1 (Homo sapiens), P00352 | Potency, µM (titrated, usually from 75.3 µM), for the others: at the highest dose activity, negative = inhibition, hits mostly inhibitors | 7.3% of 220,000 active; active means well fitted inhibition curve with a large enough effect, not every such curve was filed as active; inconclusive means small, poorly fitted or top-dose-only effect, or another doubt; inactive means no such curve, though single readings can be large or run the other way;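 further: plate controls were no enzyme wells and a reference inhibitor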
Target sequence (P00352 whole entry, looked up): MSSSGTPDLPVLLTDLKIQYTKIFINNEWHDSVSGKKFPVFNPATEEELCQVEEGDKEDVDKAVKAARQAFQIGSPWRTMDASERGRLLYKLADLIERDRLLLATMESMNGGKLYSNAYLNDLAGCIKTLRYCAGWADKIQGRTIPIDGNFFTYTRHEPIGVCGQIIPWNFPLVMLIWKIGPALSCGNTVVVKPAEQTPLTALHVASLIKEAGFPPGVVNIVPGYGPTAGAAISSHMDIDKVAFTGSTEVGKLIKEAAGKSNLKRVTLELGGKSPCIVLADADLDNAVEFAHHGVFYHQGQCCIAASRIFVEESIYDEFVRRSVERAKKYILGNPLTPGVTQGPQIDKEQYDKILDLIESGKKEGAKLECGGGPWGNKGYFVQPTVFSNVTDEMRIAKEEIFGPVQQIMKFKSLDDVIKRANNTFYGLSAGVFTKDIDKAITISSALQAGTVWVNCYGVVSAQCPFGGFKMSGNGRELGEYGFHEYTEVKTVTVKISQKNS
Numbers without * were called inactive; ? = inconclusive; nt = not tested or not shown; [ ] = another dose, or the depositor's remark. Unless noted, the call rests on the fitted dose curve; in most records, active means well fitted curve in the direction sought with a large enough effect; inconclusive means small, poorly fitted or top-dose-only effect, or another doubt; inactive means no such curve, though single readings can be large; an effect the other way counts as inactive or inconclusive. Potency means the concentration at half of the fitted maximal effect. These rows are one share of the data. The share of hits here may be higher or lower than overall.

Molecule	SMN2 splice up	Tau ThT inhib	HTT ATP protect	HttQ103 aggreg	Tau fluor cs	Tau FP inhib	KDM4E inh	ALDH1A1 block
Cc1ccc(-n2c(CNC(=O)c3cccs3)nnc2SCC(=O)NO)cc1	-14%	-4%	-4%	1%	-5%	-6%	-12%	4%
CCN1CCN(CC(=O)N2N=C(c3cccs3)CC2c2ccc(OC)c(OC)c2)C(=O)C1=O (stereo unspecified)	10%	-6%	-13%	5%	-4%	2%	?	-11%
Cc1ccc(-c2cnc(N)n2C)cc1C	-11%	?	1%	-10%	-3%	13%	3%	-4%
NC(=O)NCc1ccccc1F	nt	3%	-4%[10 µM]	-9%[9.22 µM]	6%	2%	9%	12%
CC(=O)N1CCc2c(sc3c2c(=O)n(CCc2ccccc2)c(=O)n3Cc2ccccc2C)C1	1%	?	nt	nt	?	-14%	nt	nt
Cc1ccc(CNC(=O)CCc2nc(-c3cccs3)no2)cc1	-16%	-12%	2%	-1%	-15%	-17%	2%	-10%
CCc1c(C)sc(NC(=S)NC(C)C2CCCO2)c1C(=O)OC (stereo unspecified)	11%	-15%	20%[10 µM]	6%	?	-12%	-7%	?
CCOC(=O)c1ccccc1NC(=O)CSc1ncc(C(=O)OCC)c(N)n1	-3%	-20%	-3%[10 µM]	-1%	-20%	-4%	?	20µM*
CCCc1cc(=O)[nH]c(SCC(=O)Nc2cc(C)on2)n1	11%	13%	nt	?	12%	1%	-1%	0%
O=C(NCc1cccc2ccccc12)[C@H]1C[C@@H]1[C@H](NP(=O)(c1ccccc1)c1ccccc1)c1ccccc1	-31%[inhibitor]	?	-35%[inhibitor]	nt	-13%	6%	-28%	?
O=C(CN(Cc1cccs1)C(=O)CNS(=O)(=O)c1ccc(Cl)cc1)NCc1ccco1	18%	3%	-16%	3%	-10%	-2%	-1%	?
CC(C)Cn1c(-c2ccncc2)n[nH]c1=S	-4%	1%	?	16%	0%	-4%	-8%	-6%
COc1ccc(CNC(=O)N2CCN(c3ccc(F)cc3)CC2)cc1Cl	-11%	-11%	-2%[10 µM]	-9%	-11%	0%	3%	-8%
Cc1cnc(C(=O)OCC(=O)Nc2cc(S(=O)(=O)N3CCCCC3)ccc2Cl)cn1	12%	-9%	9%[10 µM]	0%	-5%	3%	-9%	-3%
O=c1c2nnn(Cc3ccccc3)c2ncn1-c1ccccc1	28%	4%	-5%	7%	6%	4%	0%	6%
O=C(Nc1cccnc1Cl)c1cc([N+](=O)[O-])ccc1Cl	-72%[inhibitor]	-8%	?	?	-8%	2%	7%	7%
CC(N)CCCC(C)(C)O (stereo unspecified)	1%	-5%	?	-4%	-10%	-4%	3%	0%
COc1ccccc1N1CCN(c2nc3c(S(=O)(=O)c4ccc(C)c(C)c4)nnn3c3ccc(Cl)cc23)CC1	-7%	-2%	nt	nt	-6%	8%	nt	nt
COc1cc(OC)cc(-n2nc(C(=O)NCCCN3CCOCC3)c3ccccc3c2=O)c1	7%	-1%	-9%	-8%	1%	-2%	?	10%
CC(C)OC(=O)NCCOC(=O)Nc1ccc(Cl)c(Cl)c1	-19%	-7%	26%[10 µM]	7.1µM*	-27%	-14%	6%	4%

(more compounds)
Molecule	SMN2 splice up	Tau ThT inhib	HTT ATP protect	HttQ103 aggreg	Tau fluor cs	Tau FP inhib	KDM4E inh	ALDH1A1 block
CCCOc1ccc(CSC(=N)N)cc1C(=O)OC	nt	-7%	17%[10 µM]	-5%[9.22 µM]	-11%	1%	-5%	nt
Cc1ccc(NC(=S)Nc2cccc3cnccc23)cc1C	-51%[inhibitor]	6%	19%[10 µM]	3%	9%	7%	3%	2.5µM*
Cc1cccc(C(=O)Nc2ccc(O)c3c(=O)cc(-c4ccccc4Cl)oc23)c1	-8%	-21%	nt	-19%	-27%	-5%	21%	1%
O=C(Nc1ccncc1)c1ccc(S(=O)(=O)Nc2ccccc2)cc1	-43%[inhibitor]	12%	nt	3%	9%	-2%	4%	12%
Cc1ccc(C(=O)CSc2n[nH]c(C)n2)cc1	6%	-9%	-16%[10 µM]	-2%	-3%	-1%	?	?
CC(=O)Nc1nc(-c2ccccc2)c(-c2ccccc2)o1	5%	-5%	28%[10 µM]	-19%	-4%	9%	?	?
NNC(=S)Nc1cccc(Cl)c1	nt	-14%	6%[10 µM]	14%[9.22 µM]	-18%	1%	-29%	nt
c1ccc2c(c1)CC(N1CCCCC1)c1ccccc1N2 (stereo unspecified)	17%	10%	16%	2%	-3%	5%	-5%	-9%
CCOc1ccccc1C(=O)NC(CO)C(=O)O (stereo unspecified)	22%	-7%	-3%	-8%	1%	13%	-1%	-2%
COc1ccc(CNC(=O)c2sc3nc4c(c(C(F)(F)F)c3c2N)CCC4)cc1OC	-76%[inhibitor]	-6%	nt	-2%	-11%	9%	4%	14%
COc1ccc(CCNC(=O)CSc2nc3c(c(=O)n(C)c(=O)n3C)n2C(C)C)cc1OC	-12%	0%	-1%[10 µM]	-9%	1%	-5%	2%	1%
Cn1c(SCCC#N)nnc1-c1ccc(F)cc1	-4%	-1%	-17%	22%	-3%	10%	0%	1%
CC(C)(C)NC(=O)NC(=O)COC(=O)CNS(=O)(=O)c1ccc(Br)cc1Cl	-1%	0%	-31%	11%	-7%	-3%	-6%	-9%
Cc1ccc(NS(=O)(=O)c2cccc(C(=O)Nc3c(C)n(C)n(-c4ccccc4)c3=O)c2)cc1	nt	-11%	4%[10 µM]	7%[9.22 µM]	-17%	-15%	0%	7%
Cc1c(S(=O)(=O)c2ccccn2)c(N)n(Cc2ccccc2)c1C	nt	-15%	3%[10 µM]	22%[9.22 µM]	-11%	-9%	-11%	nt
COCCCNC(=O)CCNS(=O)(=O)c1ccc(C)cc1	nt	?	-9%	10%	-13%	-2%	0%	-1%
CC(NC(=S)Nc1ccccc1)C1COc2ccccc2O1 (stereo unspecified)	6%	-6%	?	0%	-16%	-5%	-9%	9%
Fc1ccc(CSc2nnc(CN3CCOCC3)n2-c2ccccc2)c(Cl)c1	-19%	-17%	-4%	0%	-11%	3%	4%	-8%
CCOC(=O)N1CCN(C(=O)C2CCN(S(=O)(=O)CC)CC2)CC1	nt	8%	-1%	-16%	25µM*[quencher]	?	5%	3%
COC(=O)c1ccc(/C=C(\C#N)c2nc3ccccc3s2)cc1	-2%	7.9µM*	-18%	11%	?	-4%	-4%	?

Nothing new here: 8 of the compounds above.
Molecule	SMN2 splice up	Tau ThT inhib	HTT ATP protect	HttQ103 aggreg	Tau fluor cs	Tau FP inhib	KDM4E inh	ALDH1A1 block
CC(C)OC(=O)NCCOC(=O)Nc1ccc(Cl)c(Cl)c1	-19%	-7%	26%[10 µM]	7.1µM*	-27%	-14%	6%	4%
CCCOc1ccc(CSC(=N)N)cc1C(=O)OC	nt	-7%	17%[10 µM]	-5%[9.22 µM]	-11%	1%	-5%	nt
Cc1ccc(NC(=S)Nc2cccc3cnccc23)cc1C	-51%[inhibitor]	6%	19%[10 µM]	3%	9%	7%	3%	2.5µM*
Cc1cccc(C(=O)Nc2ccc(O)c3c(=O)cc(-c4ccccc4Cl)oc23)c1	-8%	-21%	nt	-19%	-27%	-5%	21%	1%
O=C(Nc1ccncc1)c1ccc(S(=O)(=O)Nc2ccccc2)cc1	-43%[inhibitor]	12%	nt	3%	9%	-2%	4%	12%
Cc1ccc(C(=O)CSc2n[nH]c(C)n2)cc1	6%	-9%	-16%[10 µM]	-2%	-3%	-1%	?	?
CC(=O)Nc1nc(-c2ccccc2)c(-c2ccccc2)o1	5%	-5%	28%[10 µM]	-19%	-4%	9%	?	?
NNC(=S)Nc1cccc(Cl)c1	nt	-14%	6%[10 µM]	14%[9.22 µM]	-18%	1%	-29%	nt

(more compounds)
Molecule	SMN2 splice up	Tau ThT inhib	HTT ATP protect	HttQ103 aggreg	Tau fluor cs	Tau FP inhib	KDM4E inh	ALDH1A1 block
CCn1cc(C(=O)NCc2cccnc2)c2cc(OC)c(OC)cc2c1=O	6%	4%	25%[1.9 µM]	6%	7%	3%	?	25µM*
NC(=O)c1cc2cc(Cl)ccc2o/c1=N/NC(=O)c1cccs1	nt	?	-9%[10 µM]	-7%[9.22 µM]	-12%	-1%	-2%	-7%
CN(C)C(=O)/C(=C\c1cccc(Oc2ccccc2)c1)NC(=O)c1ccccc1	-17%	-12%	-19%[1.9 µM]	10%	-6%	0%	-1%	0%
C=CCc1ccccc1OCCn1ccnc1	4%	-1%	3%[0.074 µM]	-6%	4%	8%	-23%	-18%
COc1ccc(Cl)cc1N1C(=O)C2CCCN2C1c1ccc(F)cc1 (stereo unspecified)	-5%	-4%	-8%	-6%	-3%	3%	1%	1%
Oc1cccc(-c2nc3ncccn3c2Nc2cccc(C(F)(F)F)c2)c1	-10%	-8%	nt	nt	?	-10%	nt	nt
CCOC(=O)C1=C(Nc2ccc(C)cc2)CC(C)(O)C(C(=O)OCC)C1c1ccccc1 (stereo unspecified)	0%	-3%	-5%	18%	-13%	2%	-5%	3%
CCc1ccccc1N(c1nc(-c2ccc(OC)c(OC)c2)no1)c1nc(-c2ccc(OC)c(OC)c2)no1	-8%	1%	nt	nt	-7%	-5%	nt	nt
C=CCO/N=C/C1C(=O)CC(C)(C)CC1=O	4%	-10%	15%[10 µM]	5%	-5%	-2%	9%	?
